Screening data (PubChem)
GRIN3A LBD mod = binders of NR3A ligand-binding domain, primary screen, biophysical, differential scanning fluorimetry, uHTS | NR3A LBD differential scanning fluorimetry, Tm shift; 0% = protein alone, 100% = glycine-bound protein | Glutamate receptor ionotropic, NMDA 3A (GRIN3A) ligand-binding domain | Tm shift relative to glycine control, % at 25 µM | hit rate 2.5% among 340,000;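 active = melting temperature shift of at least 10% of the positive control shift, at one fixed dose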
SENP6 block = SENP6 protease inhibitors, primary screen, biochemical, luminescence, uHTS; Sentrin-specific protease 6 (Homo sapiens), Q9GZR1; Recombinant SENP6 catalytic domain, aminoluciferin luminescence; inhibition, % at 10 µM; hit rate 1.8% among 330,000;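 active = inhibition above about 50% at the single tested dose, limit read from the data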;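 note: plate controls were DMSO wells with enzyme for no effect and DMSO wells lacking enzyme for full effect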
Target sequence (Q9GZR1 628-1112 limits assumed): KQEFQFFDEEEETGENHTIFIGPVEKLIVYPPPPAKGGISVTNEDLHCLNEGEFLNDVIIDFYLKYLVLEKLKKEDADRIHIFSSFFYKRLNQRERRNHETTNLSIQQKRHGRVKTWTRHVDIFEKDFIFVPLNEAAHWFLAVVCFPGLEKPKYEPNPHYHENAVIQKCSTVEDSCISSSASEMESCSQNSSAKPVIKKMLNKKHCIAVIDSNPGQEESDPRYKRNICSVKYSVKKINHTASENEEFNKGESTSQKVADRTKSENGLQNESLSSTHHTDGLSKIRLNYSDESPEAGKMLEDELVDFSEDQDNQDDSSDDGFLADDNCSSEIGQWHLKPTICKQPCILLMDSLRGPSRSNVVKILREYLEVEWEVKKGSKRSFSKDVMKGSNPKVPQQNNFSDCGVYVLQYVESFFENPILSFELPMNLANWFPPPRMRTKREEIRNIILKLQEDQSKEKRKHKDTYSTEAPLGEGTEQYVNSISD
SENP8 inh = human SENP8 protease inhibitors, primary screen, biochemical, fluorescence, Nedd8 protein substrate, uHTS; Sentrin-specific protease 8 (Homo sapiens), Q96LD8; recombinant SENP8; inhibition, % at 20 µM; hit rate 0.64% among 360,000; in the data active = inhibition mostly above about 40%, no sharp cut-off; inactive = mostly below about 27%
Target sequence (Q96LD8 whole entry, looked up): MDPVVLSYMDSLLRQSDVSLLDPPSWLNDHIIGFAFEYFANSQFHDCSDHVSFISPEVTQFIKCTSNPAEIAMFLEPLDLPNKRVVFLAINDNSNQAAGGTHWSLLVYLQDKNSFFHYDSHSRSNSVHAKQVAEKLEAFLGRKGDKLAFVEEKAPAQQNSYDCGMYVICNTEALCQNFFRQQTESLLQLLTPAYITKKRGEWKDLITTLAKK
hIAP activ = human IAP activators, primary screen, biochemical, luminescence, uHTS; Intestinal-type alkaline phosphatase (Homo sapiens), P09923; hit rate 0.16% among 330,000; purified human IAP, CDP-Star luminescence, 30 min; stronger effect = higher value; 1 = vehicle-only enzyme, 0 = enzyme-free background; activation factor at 10 µM;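 active = activation factor of the enzyme at least 2-fold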; note: the source names both 10 and 20 µM as test concentration; values of inactives mirror those of a sister screen read the other way
PfG6PD inh = PfG6PD enzyme inhibitors, primary screen, biochemical, fluorescence intensity, uHTS; glucose-6-phosphate dehydrogenase-6-phosphogluconolactonase (Plasmodium falciparum 3D7); PfGluPho enzyme, NADPH resazurin-diaphorase fluorescence; inhibition, % at 20 µM; hit rate 0.78% among 350,000;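 active = inhibition reaching at least a set limit at 20 µM in the primary screen, cut at about 59% in these data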;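 note: 0% = DMSO wells with substrate and 100% = DMSO wells lacking glucose-6-phosphate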
ATG4B inhibitor = ATG4B protease inhibitors, primary screen, biochemical, fluorescence, uHTS; hit rate 0.51% among 340,000; AID 504462, 2011; inhibition, % at 8.33 µM; ATG4B cleavage of LC3-PLA2, NBD-HPC fluorescence, 1 h; Cysteine protease ATG4B (Homo sapiens), Q9Y4P1; in the data active = inhibition above about 40%
MPTP inh = mitochondrial permeability transition pore inhibitors, primary screen, biochemical, isolated mouse mitochondria, absorbance; Ca2+ swelling absorbance, 30 min; inhibition, % at 10 µM; hit rate 1.4% among 360,000; AID 602449, 2012;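 active = inhibition of 50% or more, scaled per plate between neutral and stimulator controls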;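 note: 0% = DMSO wells given calcium and 100% = 1 mM EGTA wells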
SENP1 FRET inh = human SENP1 catalytic domain inhibitors, primary screen, biochemical, FRET, uHTS; Sentrin-specific protease 1 (Homo sapiens), Q9P0U3; recombinant SENP1 catalytic domain, CyPet-SUMO1-YPet FRET cleavage; inhibition, % at 10 µM; hit rate 0.21% among 360,000; AID 624204, 2012;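 active = inhibition at least 30% at 10 µM, raw YFP signal under a set limit, fluorescence ratio 0.5 to 1.5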;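 note: 0% = enzyme with DMSO and 100% = no enzyme wells; some results filed as inactive read as strong as hits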
Target sequence (Q9P0U3 419-644 limits assumed): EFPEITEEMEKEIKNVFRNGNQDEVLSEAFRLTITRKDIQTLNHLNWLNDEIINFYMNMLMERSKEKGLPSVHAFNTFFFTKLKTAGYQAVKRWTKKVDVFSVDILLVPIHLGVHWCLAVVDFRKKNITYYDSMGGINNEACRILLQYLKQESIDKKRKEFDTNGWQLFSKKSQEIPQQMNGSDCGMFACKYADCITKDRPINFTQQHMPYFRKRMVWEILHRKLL
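Test system: human SENP1 catalytic domain; medium: Tris pH 8 buffer plus EDTA, NaCl, BME, BSA, NP40, catalase; incubation: 50 min reaction at room temperature; technique: FRET, CFP and YFP emission; controls: no-enzyme low control and enzyme-plus-DMSO high control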
* = called active by the depositor; i = inactive; x = no result given.

SMILES	GRIN3A LBD mod	SENP6 block	SENP8 inh	hIAP activ	PfG6PD inh	ATG4B inhibitor	MPTP inh	SENP1 FRET inh
CCC(=O)Nc1cccc(C(=O)OCc2cccc([N+](=O)[O-])c2)c1	0.9	x	6.6	x	2.4	0.4	1.4	2.2
O=C1C=C(c2ccc3ncccc3c2)C[C@@H](c2ccc(Cl)cc2)C1	-10.2	4.8	5.3	1.01	16.9	-11.3	-0.4	-1.4
CC(C)CNC(=O)/C=C/C=C/c1ccc2c(c1)OCO2	0.8	-15.0	0.6	0.973	1.9	-25.5	0.4	-2.6
CCCc1nc2c(=O)[nH]c3ccccc3c2o1	-1.1	-17.5	21.8	0.993	-20.9	-3.1	-1.0	1.9
CCOc1ccc(CCNC(=O)c2ccc3ccccc3n2)cc1OCC	0.8	-6.4	-70.8	1.42	13.8	-11.4	0.7	-33.4
COCCCN(C(=O)C1=COCCO1)c1c(N)n(Cc2ccccc2)c(=O)[nH]c1=O	x	x	-34.5	x	2.5	x	0.0	-23.4
S=C(NCc1ccncc1)Nc1ccccc1	-1.2	6.2	1.4	0.936	-5.6	-0.7	-0.6	-1.0
CCN(CC)S(=O)(=O)c1cccc(N2CC(O)=C(c3ccccc3)C2=N)c1	-0.9	-3.1	22.3	1.09	-3.6	0.9	-0.1	2.2
CC(OC(=O)C1CC(=O)N(Cc2ccco2)C1)C(=O)Nc1ccc(F)cc1Cl (stereo not given)	-3.0	-10.3	6.0	1.02	-2.7	-8.7	-2.1	1.2
CCCCNC(=O)O[C@@H]1C[C@H]2CCCC(=O)N3CC[C@@H](C1)[C@@H]23	-0.6	-17.2	0.9	1.02	10.8	-3.2	0.9	-0.6
CCOC(=O)C1CCCN(C2CC(=O)N(c3ccc(NC(C)=O)cc3)C2=O)C1 (stereo not given)	-1.9	-12.1	12.2	1.09	13.5	2.0	-1.1	0.8
CCOC(=O)c1cc2[nH]c3ccccc3c2[n+](-c2ccc([N+](=O)[O-])cc2)c1N	1.3	5.1	12.6	0.989	-8.0	9.5	0.5	-11.3
Cc1cccc(NC(=O)C2CCCN(S(=O)(=O)c3ccc4[nH]c(=O)ccc4c3)C2)c1 (stereo not given)	-3.1	8.4	-4.6	0.982	9.1	1.8	-2.6	1.0
Cc1ccc(S(=O)(=O)n2cnc3ccccc32)cc1[N+](=O)[O-]	0.5	2.9	22.6	0.825	-4.1	-4.7	-0.8	4.3
COc1ccc(NC(=O)Nc2cccc3c2O[C@H](CN(C)C(=O)Nc2ccc4c(c2)OCO4)[C@@H](C)CN([C@H](C)CO)C3=O)cc1	3.6	-2.7	17.4	0.999	28.0	-7.7	-1.5	0.2
Cc1ccc(CSc2nnc([C@@H]3CCCN3C(=O)OC(C)(C)C)o2)cc1	-0.4	-27.7	16.5	0.992	-8.6	-9.4	0.1	1.5
COc1ccc(S(=O)(=O)Nc2ccc(Nc3ccccc3)cc2)cc1	8.5	16.7	19.7	1.16	-0.5	-11.6	14.9	0.6
COc1ccc(NC(=O)c2c(C(F)(F)F)nn(C)c2SCc2ccccc2Cl)cc1	-5.1	-13.4	11.0	1.15	12.8	-6.1	14.5	3.7
O=C(NCC1CCCO1)C1c2ccccc2C(=O)N1C1CCCCCCC1 (stereo not given)	3.1	-11.4	20.8	1.05	0.5	0.6	-1.1	2.4
C=CCN1C(=O)c2ccc(C(=O)N(CC)CC(=O)Nc3c(F)cccc3F)cc2C1=O	1.1	-1.7	17.4	1.1	-16.3	2.7	-2.2	2.0
COc1ccc2c(ccc[n+]2[O-])c1	0.2	x	-45.1	x	23.5	-7.3	1.3	1.4
CCOC(=O)C1=C(N)OC2=C(C(=O)CCC2)C1c1ccccc1OCC (stereo not given)	-2.3	-2.2	-0.6	1.01	-4.0	-10.4	2.6	-5.5
O=C1C2C3C=CC(C3=C3CCCCC3)C2C(=O)N1Cc1ccccc1 (stereo not given)	x	-0.6	3.4	0.918	9.3	7.4	0.6	0.1
CCC(c1nnc(SCC(=O)Nc2cccc(S(N)(=O)=O)c2)n1Cc1ccccc1)N(C)C (stereo not given)	-1.7	-1.2	4.4	1.07	4.4	-15.2	-1.0	1.7
COc1ccc(N(C)C(=O)c2sc(Cl)nc2C)cc1	-5.6	-13.0	11.7	0.931	-8.0	2.0	-0.6	0.1
O=C1CSC(c2cccnc2)N1Cc1ccc(Cl)c(Cl)c1 (stereo not given)	-1.2	-27.4	0.0	0.987	-6.4	0.2	1.7	-1.7
Cc1ccc(NS(=O)(=O)c2ccc(C(=O)NCCN3CCOCC3)cc2)cc1	1.8	15.9	-1.4	0.875	-17.0	2.9	0.2	-1.0
CCOC(=O)C1CCCN(C(=O)Nc2ccccc2)C1 (stereo not given)	0.4	0.8	19.7	1.04	-6.2	0.9	-1.9	3.4
Cc1ccc(C(C(=O)NC(C)(C)C)N(Cc2ccco2)C(=O)CCC(=O)Nc2ccccn2)cc1 (stereo not given)	-0.7	1.6	14.3	0.973	-7.2	2.9	-1.5	-0.9
CCO[C@H]1OC(C(=O)Nc2ccccc2)=C[C@@H](c2cn(C(C)=O)c3ccccc23)[C@@H]1CCCO	-8.6	-15.2	9.0	1.05	-9.8	0.3	-1.9	-0.3

Reprinted at random: 4 records from the list
SMILES	GRIN3A LBD mod	SENP6 block	SENP8 inh	hIAP activ	PfG6PD inh	ATG4B inhibitor	MPTP inh	SENP1 FRET inh
Cc1ccc(C(C(=O)NC(C)(C)C)N(Cc2ccco2)C(=O)CCC(=O)Nc2ccccn2)cc1 (stereo not given)	-0.7	1.6	14.3	0.973	-7.2	2.9	-1.5	-0.9
CCC(c1nnc(SCC(=O)Nc2cccc(S(N)(=O)=O)c2)n1Cc1ccccc1)N(C)C (stereo not given)	-1.7	-1.2	4.4	1.07	4.4	-15.2	-1.0	1.7
COc1ccc(N(C)C(=O)c2sc(Cl)nc2C)cc1	-5.6	-13.0	11.7	0.931	-8.0	2.0	-0.6	0.1
Cc1ccc(NS(=O)(=O)c2ccc(C(=O)NCCN3CCOCC3)cc2)cc1	1.8	15.9	-1.4	0.875	-17.0	2.9	0.2	-1.0

(next part)
SMILES	GRIN3A LBD mod	SENP6 block	SENP8 inh	hIAP activ	PfG6PD inh	ATG4B inhibitor	MPTP inh	SENP1 FRET inh
COc1ccc(/C=C(/NC(C)=O)C(=O)O)cc1	0.9	-5.4	16.9	0.95	-16.7	3.3	-0.6	-1.5
O=C(NCCc1ccccc1)C(=O)N/N=C/c1ccccc1C(F)(F)F	-2.5	-39.6	11.3	1.02	-12.3	5.3	-0.6	2.8
CS(=O)(=O)N(Cc1ccccc1)c1ccc(C(=O)Nc2cccnc2)cc1	0.7	-7.4	9.4	0.856	8.2	6.3	-0.6	1.8
COc1ccc(CCN2C(=O)C3C4CC(C5C(C(=O)O)=NOC45)C3C2=O)cc1OC (stereo not given)	2.5	-6.5	3.3	1.02	-7.5	-9.8	-0.1	-0.2
N#CC(c1ccccc1)c1cccc(Cl)n1 (stereo not given)	3.5	5.8	17.2	1.03	-12.1	15.7	0.1	0.5
Cc1ccc(CNC(=O)C2CCN(S(=O)(=O)c3cccnc3)CC2)cc1	2.7	-22.0	-4.7	1.18	-22.5	-5.7	1.5	3.2
CC(C)c1ccc(CNn2cnnc2)cc1	0.3	-27.4	11.9	0.855	15.0	-4.7	-0.3	2.1
CCCCn1nnc(NC(=S)NC(=O)c2cccs2)n1	0.2	-32.3	12.4	0.91	-6.8	-4.5	0.6	-7.0
O=C(CSc1nnc(Cn2nnc(-c3ccccc3)n2)n1-c1ccccc1)Nc1ccccc1	-8.3	-3.2	9.6	0.934	-1.4	-21.6	-0.4	1.8
Cc1cc(NC(=O)c2ccc3c(c2)C(=O)N(c2cccc(C)c2C)C3=O)no1	-2.0	-2.6	13.3	1.18	-6.6	-1.3	2.5	2.2
Cc1ccc(N(Cc2cc3cc(C)ccc3[nH]c2=O)S(=O)(=O)c2ccccc2)cc1	-0.8	-0.2	-110.5	0.862	-5.0	5.1	1.5	0.5
COc1ccc(NC(=O)CN(C)C(=O)c2cccc(S(=O)(=O)N3CC4(C)CC3CC(C)(C)C4)c2)cc1 (stereo not given)	-9.7	-3.2	13.0	1.2	9.7	-17.4	-3.2	1.8
CC1=C(C(=O)N(C)Cc2ccccc2)C2(CCC(C)CC2)OC1=O (stereo not given)	-1.7	-10.1	12.4	0.787	-2.1	-13.3	0.4	2.1
CC(C)(CC(=O)O)CC(=O)N1CCCN(c2nc3ccc(Cl)cc3s2)CC1	-2.3	9.4	9.2	0.919	-20.8	-4.7	2.6	0.7
O=C(CN1C(=O)c2cccc3cccc(c23)C1=O)NCCN1CCOCC1	-0.1	-11.1	-310.3	1.05	-0.5	-3.3	-2.4	2.2
Cc1ccccc1/C=N/n1c(-c2ccccn2)n[nH]c1=S	11.0*	-30.6	3.1	0.896	27.5	-6.8	-0.8	-0.7
COc1ccccc1-c1cc(C(=O)Nc2ccc(F)cc2F)no1	0.6	3.5	-146.6	0.94	-10.5	9.8	2.1	1.4
O=C(Cc1ccc(Cl)cc1)Nc1ccccc1C(=O)N1CCCC1	-1.1	-3.9	12.7	1.07	-12.8	6.1	0.6	1.8
COc1cccc(C(=O)COc2ccc3ccc(=O)oc3c2)c1	15.7*	-20.9	-59.3	1.3	10.1	-6.4	0.1	-6.7
O=C(CSc1ccc2ccccc2c1)Nn1cnnc1	1.2	0.8	8.0	1.15	-15.8	-11.8	-0.8	0.1
Cc1cc(C)n2nc(C(=O)OCC(=O)Nc3ccc(F)cc3F)nc2n1	2.5	-0.7	5.4	1.02	-6.3	-1.7	-0.9	-1.4
O=c1c2c(nc3nc[nH]n13)CCC2	-0.9	-2.7	18.1	0.949	16.4	-4.0	-0.2	0.0
O=C(NCCc1c[nH]c2ccccc12)c1ccccc1	12.6*	3.0	0.6	0.999	7.1	-2.5	-0.5	1.6
COCCN(C(=O)c1ccc(COc2ccccc2)o1)c1c(N)n(CC(C)C)c(=O)[nH]c1=O	-0.8	9.4	-1.2	0.925	-0.6	-2.8	-0.1	-6.5
COC(=O)c1cc(CNC(=O)CC(C)c2ccccc2)ccc1OC (stereo not given)	-2.4	1.9	13.2	0.94	2.6	-4.4	-0.4	0.1
COC(=O)c1cnn(-c2ccccc2)c1-n1cccc1C=O	0.9	-12.1	10.2	0.888	-17.4	-4.7	-0.2	0.6
O=C1N[C@@H](c2ccccc2)COC(=O)[C@@H](Cc2ccc(F)cc2)C/C=C\C[C@H]1CC(=O)N(CCO)Cc1ccccc1	-7.8	6.2	5.4	1.04	1.9	-9.1	6.8	2.1
CCC(C)NC(=O)CSc1nc2ccsc2c(=O)n1-c1ccc(OC)cc1 (stereo not given)	1.3	-6.6	5.5	1.03	-0.2	-0.8	-0.5	3.1
Cc1ccc(C(=O)Nc2sc3c(c2C(=O)NCc2ccco2)CCCC3)cc1	1.7	-11.1	i	0.921	21.2	0.3	2.2	-84.4
O=C(NCc1ccncc1)C(=O)Nc1nc2ccccc2s1	2.5	1.5	-8.5	1.2	-21.5	1.2	-3.3	2.8
Fc1ccc(OCCOCCN2CCCC2)cc1	-1.2	-24.7	3.4	0.992	12.1	5.6	2.2	-0.7
COc1ccc2c(c1)[C@H]1[C@H](CO2)[C@H](c2ccccc2)[C@]2(C)C(=O)Nc3cc(F)ccc3C(=O)N12	-13.6	8.1	-93.7	0.902	-6.0	7.0	-0.1	-6.0
